# Ecoli tolC: growth inhibitors of E. coli tolC mutant, primary screen, strain BW25113 ΔtolC::kan, 384-well; 2.2% of 65,000 active; growth inhibition, % at 10 µM (by protocol); OD615; AID 573, 2007;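 active = growth inhibition at or above a cutoff equal to the mean over every tested compound plus 3 SD, cut at about 60% in these data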;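 note: growth measured after 20 h incubation at 37 °C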
#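 Doses: one dose of 10 µM final / Material: E. coli BW25113 ΔtolC::kan, tolC deletion mutant strain / Buffer or medium: LB with kanamycin 50 µg/mL / Evaluation: percent growth inhibition / Detection: optical density read at 615 nm / Incubation: 37 °C, 20 h exposure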
# M1 antag: antagonists of rat M1 muscarinic receptor. Muscarinic acetylcholine receptor M1 (Rattus norvegicus), P08482. CHO-M1 cells, Fluo-4 calcium, ACh EC80 antagonist mode; active compounds read low. B-score at 10 µM. 3.4% of 64,000 active;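 active = calcium fluorescence response, raw or row-and-column corrected B-score, differing from the plate sample mean either way at a set confidence level, mostly lower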
# Fluor 339 460: intrinsic fluorescence of library compounds, ex339/em460 – biochemical, MLSMR library, data from DPM-DC assay, artefact control, profiling panel | fluorescence fold increase at 10 µM | 5.5% of 65,000 active | compound autofluorescence, ex339/em460 nm, NADH buffer; active compounds read high; 1 = no-compound wells, NADH background;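 active = at 10 µM, mean starting fluorescence two-fold or more over control wells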;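 note: signal is the first read of a kinetic run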
# RORA act: activators of orphan receptor RORA, primary screen, cell-based, luminescence; Nuclear receptor ROR-alpha (Homo sapiens), P35398; CHO-K1 Gal4-RORA LBD luciferase reporter; percent increase over mock-subtracted basal signal; activation, % at 10 µM; 1.5% of 65,000 active; AID 560, 2006;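 active = activation above the mean of all tested compounds plus 3 SD, cut at about 49% in these data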;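 note: 0% = DMSO-treated RORA cells and 100% = added signal equal to DMSO minus mock-transfected cells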
# Target sequence (P35398 whole entry, looked up, the tested form may be a part): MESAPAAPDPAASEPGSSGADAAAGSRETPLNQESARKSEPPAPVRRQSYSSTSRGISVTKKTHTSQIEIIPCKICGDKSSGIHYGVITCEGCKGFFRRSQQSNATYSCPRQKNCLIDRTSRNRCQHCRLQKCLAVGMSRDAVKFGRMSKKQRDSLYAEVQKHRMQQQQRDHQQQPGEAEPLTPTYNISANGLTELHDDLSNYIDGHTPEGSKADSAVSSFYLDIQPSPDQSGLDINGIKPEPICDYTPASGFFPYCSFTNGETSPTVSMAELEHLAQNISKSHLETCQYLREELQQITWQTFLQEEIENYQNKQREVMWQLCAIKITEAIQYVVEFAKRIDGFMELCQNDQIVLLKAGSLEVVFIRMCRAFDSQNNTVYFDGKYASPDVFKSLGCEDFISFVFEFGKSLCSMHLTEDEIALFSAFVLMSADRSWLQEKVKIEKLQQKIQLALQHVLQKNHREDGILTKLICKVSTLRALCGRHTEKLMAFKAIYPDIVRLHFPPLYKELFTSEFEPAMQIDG
# Ec RNAP inh: E. coli RNAP inhibitors, biochemical; DNA-directed RNA polymerase subunit beta (Escherichia coli (strain K12)), P0A8V2; E. coli RNA polymerase, fluorescence transcription assay; inhibition, %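 (tested at 10 µM)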; 0.2% of 62,000 active; AID 559, 2006; in the data active = inhibition above about 20%;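 note: 0% = enzyme without compound and 100% = no enzyme blank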
# M1 agonist: M1 muscarinic receptor agonists, primary screen, CHO-M1 cells, Fluo-4 calcium, agonist mode; B-score at 10 µM; Muscarinic acetylcholine receptor M1; 3% of 64,000 active; Fluo-4 calcium fluorescence; active compounds read high; AID 626, 2007;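 active = fluorescence rise, raw or as B-score row- and column-corrected plate score, outside the 99.7% band of its plate's samples, either direction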
# NADH coupling: inhibitors of PK/LDH coupling enzymes, profiling panel, artefact control, biochemical, MLSMR library; coupled PK/LDH NADH assays, four targets; 0.02% of 65,000 active; IC50, µM (titrated, usually from 10 µM), without a hit: at the top dose inhibition; AID 774, 2007;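 active = single-dose screening hits from any of four coupled enzyme assays that gave an IC50 when retested across doses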;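 note: the DPM-DC format reads NADH fluorescence rather than 340 nm absorbance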
# TNAP act mid DEA: human TNAP enzyme activators, primary screen, biochemical, luminescent, intermediate phosphate acceptor level; activation factor at 20 µM; 64,000 tested, under 10 active; purified TNAP, CDP-star luminescence, 100 mM DEA, 30 min; active compounds read high; scale: 0 levamisole-inhibited, 1 vehicle-only enzyme; Alkaline phosphatase, tissue-nonspecific isozyme (Homo sapiens), P05186;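 active = activation factor of at least 2 at 20 µM, relative to controls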
# Target sequence (P05186 whole entry, looked up): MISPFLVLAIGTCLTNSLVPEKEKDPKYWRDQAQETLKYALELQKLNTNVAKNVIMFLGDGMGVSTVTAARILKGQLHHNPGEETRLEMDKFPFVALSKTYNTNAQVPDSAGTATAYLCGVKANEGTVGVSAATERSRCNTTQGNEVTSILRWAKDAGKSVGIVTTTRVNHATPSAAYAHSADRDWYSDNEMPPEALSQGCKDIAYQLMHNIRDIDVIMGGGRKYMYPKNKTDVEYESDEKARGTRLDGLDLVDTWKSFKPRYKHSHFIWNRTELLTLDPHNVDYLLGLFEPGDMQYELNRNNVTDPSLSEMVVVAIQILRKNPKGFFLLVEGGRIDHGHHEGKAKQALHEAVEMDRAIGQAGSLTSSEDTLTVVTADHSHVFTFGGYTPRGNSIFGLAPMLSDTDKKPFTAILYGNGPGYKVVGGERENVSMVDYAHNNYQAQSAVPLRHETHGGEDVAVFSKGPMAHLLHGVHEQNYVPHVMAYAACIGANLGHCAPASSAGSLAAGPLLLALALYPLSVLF
# SF-1 act: activators of human SF-1, primary screen, cell-based, CHO-K1, Gal4-SF-1 LBD, luciferase luminescence | Steroidogenic factor 1 (Homo sapiens), Q13285 | CHO-K1 Gal4-SF-1 LBD luciferase reporter; % increase over DMSO SF-1-specific signal | activation, % at 10 µM | 1.9% of 65,000 active;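 active = activation above the mean activation of all tested compounds plus 3 SD, cut at about 50% in these data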
#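 Material: Transient Gal4-SF-1 LBD reporter, CHO-K1 | Input: 4,000 cells/well | Dosing: One dose, 10 µM compound, 1% DMSO | Incubation: 20 h compound treatment, 37 °C | Detection: SteadyLite luciferase luminescence | Evaluation: Percent activation relative to DMSO median and mock-transfected background | Benchmarks: DMSO-treated SF-1-transfected cells as negative, DMSO-treated mock-transfected cells lacking SF-1 as background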
# The depositor's hits bear a star; . = not tested or not shown; [ ] = dose if it differs, or a comment. Outcome played no part in choosing rows; any-hit rate near 15%.
No.	Compound	Ecoli tolC	M1 antag	Fluor 339 460	RORA act	Ec RNAP inh	M1 agonist	NADH coupling	TNAP act mid DEA	SF-1 act
1	N#Cc1nc(COc2ccccc2F)oc1NCCc1ccccc1	100*	-1.6	1.2	21	2	-0.08	3%	0.9	16
2	CCCCCNC(CC(=O)Nc1ccc(OC)cc1)C(=O)O (stereo not drawn)	-22	0.078	1	4	9	0.48	6%	0.9	-5
3	CCN1CCN(CC(=O)NC2CCCCC2)C(=O)C1=O	-15	0.99	1.1	4	5	-0.63	6%	0.9	8
4	Cc1nn(CC(=O)NCc2ccccc2)c(=O)c2ccccc12	-8	0.53	1.1	11	8	0.33	7%	0.9	-26
5	CCc1ccc(-c2nc(CSCC(=O)N3CCN(c4ncccn4)CC3)c(C)o2)cc1	16	-0.46	1.1	-48	2	8.2*	2%	0.9	-51
6	Cn1c(C2CCCN2C(=O)OC(C)(C)C)n[nH]c1=S (stereo not drawn)	-18	0.19	1	-3	12	-0.49	4%	0.9	-2
7	O=C(Nc1nc(-c2ccc3c(c2)OCO3)cs1)c1ccncc1	-8	-2	1.1	-7	4	5.3*	9%	1	3
8	Cn1c(Br)nc2c1c(=O)n(CC(O)COc1ccccc1)c(=O)n2C (stereo not drawn)	-7	0.75	1	19	.	0.12	10%	0.9	1
9	Cc1ccc(N(C(=O)CC2NC(=O)NC2=O)C2(C(=O)NC3CCCC3)CCCCC2)cc1 (stereo not drawn)	7	-0.0049	1.1	-5	5	-0.3	5%	0.9	-3
10	CC1(C)CC(n2c(NCCO)nc3c(c2=O)C2(CCCC2)Cc2ccccc2-3)CCO1 (stereo not drawn)	37	-0.33	2*	4	-25	0.6	12%[fluoresces]	0.9	-17
11	COC(=O)c1ccc(-c2nc(O)c3cnccn23)cc1	-9	0.67	1.1	0	5	0.63	3%	0.8	9
12	CC(=O)N1CCN(CC(O)COc2ccc(OCc3ccccc3)cc2)CC1 (stereo not drawn)	14	-0.068	1.1	-18	0	0.12	5%	1	1
13	Cc1ccccc1Oc1ccc(S(=O)(=O)NCCC(=O)O)cc1	-10	0.12	0.99	-12	-1	0.32	6%	0.9	-8
14	O=C(COC(=O)c1cccnc1)Nc1ccc(F)cc1	-2	0.34	1.1	-13	-6	-0.029	0%	0.9	-22
15	CC(C)C(c1nnnn1Cc1ccccc1)N(Cc1ccco1)Cc1cccs1 (stereo not drawn)	28	-1.2	1.1	-13	1	13*	2%	0.9	-13
16	CCOC(=O)Cn1cnc2c(nnn2Cc2ccc(Cl)cc2)c1=O	-7	0.019	1.1	-27	3	-1.2	11%	1	9
17	Cc1cc(C)c2c(c1)-c1c(ssc1=S)C(C)(C)N2C(=O)CSc1nncn1C	12	0.087	1.1	11	-1	-0.19	4%	0.8	5
18	CCOC(=O)CSc1nnc(C2CCCCC2)n1C	-7	0.33	1.1	-10	5	0.18	5%	1	11
19	Nc1nc(-c2ccco2)cs1	-4	0.2	0.9	4	9	-0.65	7%	1	4
20	Cc1oc(-c2ccc(Cl)cc2)nc1CN1CCC(C(=O)NCCCN2CCCC2=O)CC1	-9	-0.1	1	12	9	1	6%	1.1	-25
21	COc1ccccc1NS(=O)(=O)c1ccc(NC(=O)CCNC(=O)c2ccco2)cc1	-9	1.5	0.98	-4	.	0.0084	7%	0.9	3
22	O=C(Nc1ccc(Nc2ccccc2)cc1)C1CC1	16	0	1.1	-14	7	3.5	1%	0.9	8
23	CCOC(=O)C1CCCN(C(=O)C2CCN(S(=O)(=O)c3cccs3)CC2)C1 (stereo not drawn)	-18	0.079	1.1	4	2	-1	2%	0.9	-10
24	COc1ccc2nc3oc(C(=O)N4CCN(c5ccccc5F)CC4)cc3cc2c1	-21	0.0032	1.4	13	6	0.67	2%	0.9	-4
25	COc1ccc(CCNC(=O)C2CCCN(C(=O)N(C)C)C2)c(OC)c1 (stereo not drawn)	-15	0.26	1	14	-1	-0.066	6%	0.9	1
26	Cc1[nH]nc2c1C(c1ccccn1)N(c1ccc(Br)cc1)C2=O (stereo not drawn)	0	-0.069	1.1	10	5	0.87	3%	1	2
27	CCCc1nnc(NC(=O)CC(=O)OCC)s1	-6	-0.34	1	30	6	0.92	2%	0.9	2
28	CCOC(=O)C1=C(C)Nc2ncnn2C1c1ccccc1F (stereo not drawn)	2	-0.046	1	-9	-3	0.5	4%	0.9	4
29	Nc1nc(C2CCCN2S(=O)(=O)c2ccc(Cl)cc2)cs1 (stereo not drawn)	3	1.2	1	3	3	-0.3	5%	0.9	-1
30	CC1CN(Cc2nc3c(c(=O)n(C)c(=O)n3C)n2CCc2ccccc2)CC(C)O1 (stereo not drawn)	.	0.1	1.1	0	10	-0.67	7%	0.9	-1
31	Cn1c(SCC(=O)Nc2ccc3cn[nH]c3c2)nnc1-c1cnccn1	-19	1.5	1.1	9	5	1.7	4%	0.9	6
32	O=C(Nc1ccccn1)c1c(O)c2cccc3c2n(c1=O)CCC3	12	-0.071	1.5	2	7	-0.4	3%	0.9	-11
33	O=C(c1ccco1)N1CCN(C(c2ccccc2F)c2nnnn2Cc2cccs2)CC1 (stereo not drawn)	15	0.62	1.1	-11	-4	-0.41	4%	1.1	10
34	COc1ccc(N)cc1C#N	-3	0.12	1.1	0	-1	0.85	2%	0.9	7
35	Cc1cc(C)n(S(=O)(=O)c2ccc(C(C)(C)C)cc2)n1	35	-8.7*	1.1	-1	6	-0.11	3%	1	-9
36	CCCCOc1ccc(CN(C)c2ncnc(N)n2)cc1	14	0.14	1.1	6	.	0.013	10%	0.9	27
37	CCCCc1n[nH]c2c1/C(=N/O)CC(c1ccccc1)C2 (stereo not drawn)	5	0.5	1.1	16	-4	-0.47	2%	0.9	12
38	Cc1cc(C)nc(Nc2n[nH]c(Cc3ccccc3)n2)n1	-10	0.26	1.1	-10	-11	-0.13	8%	1.1	-13
39	O=C(Cc1ccccc1)Nc1ccc(C(=O)O)cc1	-19	-0.15	1	2	6	-0.5	3%	0.9	-14
40	CN(c1cc(=O)n2ccccc2n1)C1CCCCC1	-17	-0.6	1.2	12	2	0.47	7%	0.9	13
41	COC(=O)c1ccccc1NC(=O)C1CCCN(S(C)(=O)=O)C1 (stereo not drawn)	-11	0	1.1	-7	6	-0.25	4%	1	9
42	COc1cc(C(=O)N2CCC(c3nc(-c4cccnc4)no3)CC2)cc(OC)c1OC	-18	-0.35	1.1	-19	4	0.053	1%	0.9	-10
43	CCOc1cc(C(=O)Nc2cc(C)ccn2)cc(OCC)c1OCC	25	-0.79	1.1	2	4	0.72	2%	0.9	-10
44	CCN1C(=O)C2(/C(=C(\O)c3ccc4c(c3)OCCO4)C(=O)C(=O)N2CCCOC)c2ccccc21 (stereo not drawn)	-11	0.28	1.1	1	12	0.22	4%	0.9	3
45	CCC1(CC)NC(=O)N(CC(=O)OCC(=O)Nc2cc(C)ccc2C)C1=O	-8	-0.2	1.1	5	.	-0.49	4%	0.9	-3
46	COc1ccc(Cc2nc(-c3ccc(-n4cccc4)cc3)no2)cc1OC	4	0.74	1.1	21	7	-0.06	8%	0.9	-7
47	O=C(Cc1cccs1)Nc1ccc(N2CCOCC2)cc1	-9	0.68	1.1	35	5	-0.055	2%	0.9	45
48	COc1ccc(C2C(C(N)=O)=C(C)Nc3ncnn32)cc1 (stereo not drawn)	-13	0.41	1.1	-16	7	0.018	5%	0.8	2
49	COCCOC(=O)C1=C(C)NC2=C(C(=O)CC(c3cccs3)C2)C1c1ccsc1 (stereo not drawn)	13	-0.35	2.4*	-7	-1	-0.54	12%	1	-3
50	COCCCNC(=O)CCn1c(=O)c2ccccc2n(CC(=O)Nc2cc(Cl)ccc2C)c1=O	-16	.	1.1	-13	2	.	5%	0.9	3

# Three entries from above, sorted by the number in Fluor 339 460, descending:
nr	structure	Fluor 339 460
32	O=C(Nc1ccccn1)c1c(O)c2cccc3c2n(c1=O)CCC3	1.5
34	COc1ccc(N)cc1C#N	1.1
27	CCCc1nnc(NC(=O)CC(=O)OCC)s1	1

# Further structures follow.
No.	Compound	Ecoli tolC	M1 antag	Fluor 339 460	RORA act	Ec RNAP inh	M1 agonist	NADH coupling	TNAP act mid DEA	SF-1 act
51	Cc1cc(NC(=O)c2oc3ccccc3c2C)ccc1-n1cnnn1	12	-0.72	1.1	86*	-3	2	6%	0.9	9
52	COc1ccc(C(=O)Nc2c(N)nc(SCC(=O)N3CCCCCC3)[nH]c2=O)cc1OC	-8	1.2	1	-7	3	0.7	7%	1	-9
53	COc1ccccc1N1CCN(C(CNS(=O)(=O)c2ccc(C)cc2)c2cccnc2)CC1 (stereo not drawn)	5	0.51	1.1	-22	3	-0.85	8%	1	-2
54	O=C(c1cc(-c2cccnc2)nc2ccc(Br)cc12)N1CCC2(CC1)OCCO2	-14	0	1.1	-7	1	1.3	2%	1	-9
55	CCn1c(=O)c2c(n3cnnc13)-c1ccccc1CC21CCCCC1	13	0.0096	1.4	-6	1	0.15	2%	0.9	21
56	O=C(C1CCC(CNS(=O)(=O)c2cccc3cccnc23)CC1)N1CCCC1 (stereo not drawn)	-6	0.95	1	6	4	-0.29	1%	0.9	1
57	O=C(COc1ccccc1)N1CCN=C1c1ccccc1	-9	1.6	1.1	8	6	0.0043	3%	1	-9
58	O=C(CSc1nnc2scc(-c3ccccc3)n12)N1CCN(Cc2ccccc2)CC1	3	-0.041	1.1	6	5	-0.92	2%	1	7
59	O=S(CCc1ccncc1)Cc1ccccc1 (stereo not drawn)	-4	0.53	1	5	11	-0.85	3%	1	15
60	CN(CCCNC(=O)C1CCN(S(=O)(=O)N2CCC3(CC2)OCCO3)CC1)Cc1ccccc1	-8	-0.56	1	-13	0	-0.035	7%	0.8	0
61	COc1ccccc1C(=O)Nc1cccc(-c2cn3ccsc3n2)c1	25	0.25	1.1	2	2	4.7*	5%	0.9	8
62	O=S(=O)(c1ccc2nc(COc3ccc(Cl)cc3Cl)[nH]c2c1)N1CCOCC1	27	1.1	1.1	16	5	0.94	4%	1	11
63	CCS(=O)(=O)N1CCC(C(=O)NC2CCCCC2)CC1	0	0.21	1	-21	3	0.42	1%	1	6
64	CCc1ccccc1N1C(=O)C2CC=CCC2C1=O (stereo not drawn)	-21	0.81	1.1	-13	8	1.1	0%	0.9	-17
65	Clc1ccccc1C1=Nn2c(nnc2-c2ccncc2)SC1	8	-0.0042	1.1	-6	6	0.98	5%	1	-4
66	COc1cc(-n2c(=O)c3ccccc3n(Cc3cccnc3)c2=O)cc(OC)c1OC	-24	.	1.1	16	0	.	4%	0.9	-6

# Bioassay records (PubChem BioAssay)
